ASAP1 inh – inhibitors of human ASAP1 ArfGAP activity, primary screen, biochemical, fluorescence polarization; inhibition, % at 16.5 µM; 0.19% of 360,000 active; ASAP1-stimulated ARF1 GTP hydrolysis, GDP FP detection; Arf-GAP with SH3 domain, ANK repeat and PH domain-containing protein 1 (Homo sapiens), …; AID 624377, 2012; in the data active = inhibition above about 25%;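 note: 0% = vehicle with enzyme and substrate and 100% = no enzyme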
ARFGAP1 inhibitor – inhibitors of rat ARFGAP1 GAP activity, primary screen, biochemical, fluorescence polarization, GDP tracer; Arfgap1-stimulated ARF1 GTP hydrolysis, GDP FP detection; inhibition, % at 16.5 µM; 0.26% of 360,000 active;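 active = inhibition above a per-plate limit, mean inhibition of low control wells plus 3 SD, cut at about 25% in these data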;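 note: 0% = DMSO wells with enzyme and 100% = wells lacking Arfgap1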
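Material – truncated rat Arfgap1 GAP domain · Buffer or medium – HEPES-based buffer, pH 7.5 · Reagent – human ARF1(Δ1-17)-GTP substrate · Dosing – 16.5 µM single point, 1.26% DMSO · Schedule – GTP hydrolysis reaction 2 h at 25 °C · Technique – GDP detection by fluorescence polarization · Benchmarks – No-Arfgap1 wells (100%) versus DMSO full-reaction wells (0%) · Repeats – single replicate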
NPR2 activator – human GC-B receptor activators, primary screen, HEK293 GC-B cells, cGMP TR-FRET, EC30 CNP | Atrial natriuretic peptide receptor 2 (Homo sapiens), P20594 | 0% at EC30 CNP, 100% saturating CNP | activation, % at 10 µM | 0.11% of 370,000 active;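 active = activation at 10 µM reaching about 35% in either raw or pattern-adjusted values, limit read from the data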
ADAM10 inh – human ADAM10 inhibitors, primary screen, biochemical, QFRET, HTS. recombinant ADAM10, EDANS/DABCYL FRET peptide cleavage, 3 h. AID 720582, 2013. inhibition, % at 7 µM. 0.62% of 370,000 active;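 active = inhibition above a per-campaign cutoff equal to the mean of compounds falling between control-based bounds plus 3 SD, cut at about 20% in these data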;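 note: 0% = DMSO wells while the 100% control is not disclosed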
FXN GAA850 act – FXN promoter activators, primary screen, cell-based, luciferase luminescence, HEK293 lucGAA850. HEK293 lucGAA850 FXN promoter luciferase reporter, 24 h; percent of 10 µM SAHA response. activation, % at 6 µM. 0.56% of 360,000 active. AID 540364, 2011;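 active = activation above the average of all compounds screened plus 3 SD, cutoff fixed separately per campaign, cut at about 7.5% in these data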;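 note: 0% = DMSO wells and 100% = 10 µM SAHA wells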
Tn6 DDE FP – inhibitors of Tn6 peptide binding to fibrin DD(E), primary screen, biochemical, fluorescence polarization, human fibrin, Tn6 probe; Fibrinogen beta chain (Homo sapiens), P02675; Fibrin DD(E) TRITC-Tn6 fluorescence polarization displacement; inhibition, % at 8.3 µM; 0.21% of 370,000 active; AID 720509, 2013;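 active = inhibition above a per-campaign cutoff: mean of compounds within control limits plus 3 SD, cut at about 15% in these data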;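 note: 0% = median of all compound wells on the plate and 100% = blocking peptide control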
rCAG RNA binder – binders of r(CAG) RNA repeats, primary screen, biochemical, fluorescence; r(CAG) RNA repeat, TO-PRO-1 dye displacement fluorescence; inhibition, % at 3 µM; 1.3% of 370,000 active;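 active = inhibition above the plate cutoff, the mean of all test compounds on that plate plus 3 SD, cut at about 35% in these data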;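 note: 0% = DMSO alone and 100% = 100 µM mitoxantrone as full dye displacement; higher means more dye released from RNA so lower well fluorescence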
NPR1 activator – GC-A stimulated cGMP production enhancers – HEK293 GC-A cells, cGMP TR-FRET, EC30 ANP, primary screen; activation, % at 10 µM; 0% at EC30 ANP, 100% saturating ANP; 0.14% of 370,000 active; AID 1671463, 2021; Atrial natriuretic peptide receptor 1 (Homo sapiens), P16066; in the data active = activation above about 40%
Target sequence (P16066 whole entry, looked up): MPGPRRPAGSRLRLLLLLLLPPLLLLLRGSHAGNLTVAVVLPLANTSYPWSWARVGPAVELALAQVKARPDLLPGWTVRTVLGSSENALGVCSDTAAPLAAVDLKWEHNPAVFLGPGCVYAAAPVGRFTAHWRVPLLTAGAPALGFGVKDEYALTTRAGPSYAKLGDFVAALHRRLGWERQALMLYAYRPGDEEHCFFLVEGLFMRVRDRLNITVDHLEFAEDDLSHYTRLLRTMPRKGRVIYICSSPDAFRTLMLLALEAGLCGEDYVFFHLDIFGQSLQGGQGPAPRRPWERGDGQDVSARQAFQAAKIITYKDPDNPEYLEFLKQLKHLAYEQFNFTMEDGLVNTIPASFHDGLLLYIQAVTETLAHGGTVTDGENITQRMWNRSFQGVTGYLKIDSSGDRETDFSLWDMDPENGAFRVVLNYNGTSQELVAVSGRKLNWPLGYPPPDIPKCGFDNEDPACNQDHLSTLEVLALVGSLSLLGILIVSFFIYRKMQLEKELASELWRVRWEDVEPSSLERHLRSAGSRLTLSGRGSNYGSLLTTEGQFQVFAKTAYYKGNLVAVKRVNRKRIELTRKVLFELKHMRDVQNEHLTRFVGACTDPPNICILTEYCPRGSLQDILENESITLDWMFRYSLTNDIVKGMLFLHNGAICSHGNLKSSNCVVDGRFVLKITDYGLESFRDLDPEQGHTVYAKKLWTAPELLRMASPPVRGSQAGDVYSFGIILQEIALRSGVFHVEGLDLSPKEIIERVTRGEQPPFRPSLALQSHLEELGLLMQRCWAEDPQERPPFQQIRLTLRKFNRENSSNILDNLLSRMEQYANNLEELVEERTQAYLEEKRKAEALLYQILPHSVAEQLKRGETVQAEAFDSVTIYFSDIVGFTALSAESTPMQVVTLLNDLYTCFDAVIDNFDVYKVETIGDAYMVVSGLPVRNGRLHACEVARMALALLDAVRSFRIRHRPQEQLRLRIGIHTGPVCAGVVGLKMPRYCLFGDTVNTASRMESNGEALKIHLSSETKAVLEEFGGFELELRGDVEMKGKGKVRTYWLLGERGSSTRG
KLK7 zymogen act – proKLK7 zymogen activators, primary screen, biochemical, fluorescence intensity. activation, % at 7 µM. purified proKLK7, EDANS-DABCYL substrate fluorescence; 100% is mature enzyme control, 0% vehicle. AID 652039, 2013. 0.9% of 370,000 active. Kallikrein-7 (Homo sapiens), P49862;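 active = activation above the mean of all tested compounds plus 3 SD, computed per campaign excluding outliers beyond control limits, cut at about 13% in these data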
sPLA2-III inh – human group III sPLA2 inhibitors, primary screen, biochemical, QFRET, BODIPY PC-A2 liposome substrate | Group 3 secretory phospholipase A2 (Homo sapiens), Q9NZ20 | QFRET BODIPY PC-A2 liposome hydrolysis, fluorescence | inhibition, % at 12.2 µM | 0.56% of 370,000 active | AID 743126, 2013;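 active = inhibition above mean plus 3 SD of compounds lying within the high and low control bounds, cut at about 19% in these data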;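 note: 0% = median of test compound wells and 100% = no enzyme DMSO wells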
Starred values were filed as active, the others as inactive; nt = not tested or not shown.

SMILES | ASAP1 inh | ARFGAP1 inhibitor | NPR2 activator | ADAM10 inh | FXN GAA850 act | Tn6 DDE FP | rCAG RNA binder | NPR1 activator | KLK7 zymogen act | sPLA2-III inh
O=C(c1nn2c(C(F)(F)F)cc(-c3cccs3)nc2c1Cl)N1CCCc2ccccc21 | 11.6 | -5.4 | -1.8 | -4.6 | 1.9 | 7.5 | 3.4 | 2.0 | -0.3 | 4.1
Cn1c(=S)n(/N=C/c2ccc3c(c2)OCO3)c2ccccc21 | 6.3 | -14.2 | -1.0 | 1.6 | 1.0 | -3.6 | -0.5 | -1.8 | -0.2 | 0.5
O=C(NC(=S)N1CCCc2ccccc21)c1ccc(Cl)cc1 | 0.8 | -1.9 | -0.5 | -24.2 | 0.1 | 0.2 | 7.0 | 1.1 | -1.2 | 5.5
CCOC(=O)N/N=C/c1c(C)nn(-c2cccc(C(F)(F)F)c2)c1Cl | 17.1 | 4.6 | 4.5 | 1.4 | -1.1 | -0.5 | -1.9 | -0.5 | -0.1 | -1.0
COc1ccc(C(=O)NCC(=O)NCC(=O)OCc2ccc(Cl)cc2)cc1 | -16.8 | -6.8 | 7.4 | -7.3 | 0.3 | -3.2 | -5.7 | -0.1 | 0.3 | 3.9
CCOc1ccc(OCCC(=O)Nc2cccc(S(=O)(=O)N3CCCC3)c2)cc1 | -3.1 | -0.2 | -8.4 | -1.1 | 0.9 | -0.4 | 4.4 | 1.8 | -0.1 | -30.2
O=C(CCN1C(=O)/C(=C/c2ccccc2F)SC1=S)NCCCn1ccnc1 | -6.0 | 15.7 | 1.8 | 2.2 | -0.7 | -0.9 | 1.9 | -0.8 | 0.5 | -16.7
COc1ccc(N2CCN(C(=O)/C=C/c3ccco3)CC2)cc1 | 4.7 | 9.5 | -5.4 | -3.1 | -0.2 | -3.6 | -4.0 | -1.6 | 0.4 | -1.0
CNS(=O)(=O)c1ccc(NC(=O)C2c3ccccc3Oc3ccccc32)cc1 | -11.3 | -7.0 | -1.4 | 0.0 | 0.2 | 1.8 | 8.9 | -2.4 | 0.5 | -22.9
CCOC(=O)C1CCN(C(=O)C23CC4CC(CC(C4)C2)C3)CC1 | -2.5 | -9.2 | 1.9 | 2.5 | -0.5 | -5.0 | -6.3 | -1.8 | 0.3 | 1.8
COc1ccc(Cc2c(C3CCCCC3)nc3c4ccccc4ccn23)c(C)c1 | 9.6 | 12.3 | -5.3 | -29.1 | nt | -6.2 | 1.1 | -0.7 | -2.4 | 11.6
N#C/C(=C\c1ccccc1)C(=O)NNS(=O)(=O)c1ccc(Br)cc1 | 11.2 | -12.0 | 0.7 | -0.9 | 2.8 | -7.4 | 23.9 | 0.1 | 1.0 | -24.2
CCOC(=O)C(=Cc1ccccc1)C(=O)c1ccccc1 | 1.7 | -2.2 | -9.7 | -1.0 | -4.2 | 8.4 | -1.8 | -20.8 | -0.8 | 8.5
CCc1nnc(NC(=O)c2cccc(S(=O)(=O)N(C)c3ccc(OC)cc3)c2)s1 | -0.7 | 6.0 | -2.7 | -2.0 | 1.5 | -10.0 | 11.2 | -5.9 | 0.1 | -11.6
COc1ccc(Cc2c(-c3ccccc3)nc3c(C)cc(Br)cn23)c(C)c1 | -9.1 | 8.1 | -6.9 | 1.4 | nt | -0.8 | 22.2 | 5.0 | -0.1 | -18.7
Cc1nn(C)c(Cl)c1NC(=O)OCc1ccc(F)cc1 | -7.0 | 0.7 | 2.3 | 1.7 | -0.7 | 8.7 | -2.5 | 0.4 | 0.6 | -3.1
COC(=O)/C=C/c1ccc(OC(=O)c2ccncc2)cc1 | 5.2 | -21.8 | 2.1 | -7.3 | 3.0 | 5.6 | -5.8 | 7.6 | 1.2 | -6.0
O=c1c([N+](=O)[O-])cccn1Cc1cccc(Cl)c1 | 1.8 | 2.2 | -0.2 | -4.6 | 1.2 | -5.8 | 3.2 | 0.0 | 0.3 | -3.9
Cc1nn(CCCNC(=O)C2CCCO2)cc1Br (configuration not stated) | 4.0 | 0.9 | -0.7 | 0.4 | 2.8 | 2.6 | 0.5 | -2.9 | 0.2 | 0.7
CCN(CC(=O)Nc1ccc(NC(C)=O)cc1)C(=O)c1ccc2c(c1)S(=O)(=O)N=C1CCCCCN12 | 2.2 | -1.2 | -5.0 | -1.7 | -0.1 | -2.9 | 0.7 | 4.1 | -0.1 | 8.4
O=C(CCNC(=O)c1ccccc1Cl)Nc1nc2ccccc2[nH]1 | -0.9 | 7.1 | -3.0 | -3.9 | 0.7 | -7.1 | 2.4 | 1.2 | 0.4 | -6.1
O=C(Nn1cnnc1)c1cc([N+](=O)[O-])cc([N+](=O)[O-])c1 | -12.5 | 1.6 | 4.8 | 4.8 | -2.8 | 1.5 | 7.2 | 0.1 | -0.5 | -2.4
COc1ccc(CCC(=O)NNC(=S)Nc2cccc(C(C)=O)c2)cc1 | -10.0 | 5.8 | -2.8 | 8.4 | 2.4 | 1.5 | 6.6 | -1.7 | -0.6 | 20.2*
O=C(c1cn(-c2ccccc2)nc1-c1cccnc1)N1CCCCC1 | 4.6 | 5.9 | -2.6 | -5.3 | 1.5 | 1.0 | -7.7 | -0.8 | 0.2 | -3.7
COc1cc2c(cc1OC)C(=O)CCS2 | -8.5 | 0.2 | -1.8 | -238.2 | -1.0 | 6.4 | 2.3 | 10.1 | 14.3* | 6.0

In a second layout: entries from further up.
> O=C(Nn1cnnc1)c1cc([N+](=O)[O-])cc([N+](=O)[O-])c1
  ASAP1 inh: -12.5
  ARFGAP1 inhibitor: 1.6
  NPR2 activator: 4.8
  ADAM10 inh: 4.8
  FXN GAA850 act: -2.8
  Tn6 DDE FP: 1.5
  rCAG RNA binder: 7.2
  NPR1 activator: 0.1
  KLK7 zymogen act: -0.5
  sPLA2-III inh: -2.4
> COc1ccc(CCC(=O)NNC(=S)Nc2cccc(C(C)=O)c2)cc1
  ASAP1 inh: -10.0
  ARFGAP1 inhibitor: 5.8
  NPR2 activator: -2.8
  ADAM10 inh: 8.4
  FXN GAA850 act: 2.4
  Tn6 DDE FP: 1.5
  rCAG RNA binder: 6.6
  NPR1 activator: -1.7
  KLK7 zymogen act: -0.6
  sPLA2-III inh: 20.2*
> O=C(c1cn(-c2ccccc2)nc1-c1cccnc1)N1CCCCC1
  ASAP1 inh: 4.6
  ARFGAP1 inhibitor: 5.9
  NPR2 activator: -2.6
  ADAM10 inh: -5.3
  FXN GAA850 act: 1.5
  Tn6 DDE FP: 1.0
  rCAG RNA binder: -7.7
  NPR1 activator: -0.8
  KLK7 zymogen act: 0.2
  sPLA2-III inh: -3.7
> COc1cc2c(cc1OC)C(=O)CCS2
  ASAP1 inh: -8.5
  ARFGAP1 inhibitor: 0.2
  NPR2 activator: -1.8
  ADAM10 inh: -238.2
  FXN GAA850 act: -1.0
  Tn6 DDE FP: 6.4
  rCAG RNA binder: 2.3
  NPR1 activator: 10.1
  KLK7 zymogen act: 14.3*
  sPLA2-III inh: 6.0

In a second layout: 2 of the compounds above.
smiles	ASAP1 inh	ARFGAP1 inhibitor	NPR2 activator	ADAM10 inh	FXN GAA850 act	Tn6 DDE FP	rCAG RNA binder	NPR1 activator	KLK7 zymogen act	sPLA2-III inh
O=C(CCN1C(=O)/C(=C/c2ccccc2F)SC1=S)NCCCn1ccnc1	-6.0	15.7	1.8	2.2	-0.7	-0.9	1.9	-0.8	0.5	-16.7
O=C(NC(=S)N1CCCc2ccccc21)c1ccc(Cl)cc1	0.8	-1.9	-0.5	-24.2	0.1	0.2	7.0	1.1	-1.2	5.5

Records above printed as active in KLK7 zymogen act:
compound,ASAP1 inh,ARFGAP1 inhibitor,NPR2 activator,ADAM10 inh,FXN GAA850 act,Tn6 DDE FP,NPR1 activator,KLK7 zymogen act,sPLA2-III inh
COc1cc2c(cc1OC)C(=O)CCS2,-8.5,0.2,-1.8,-238.2,-1.0,6.4,10.1,14.3*,6.0

Assay outcomes deposited in PubChem by several laboratories.
